SUMO HTRF inh = blocks human SUMOylation mediated by UBC9; HTRF SUMOylation assay, SAE1/SAE2 + UBC9, in vitro; inhibition, % at 35 µM; actives 0.36% (n = 290,000); P63279; in the data active means inhibition above about 50%, passing the limit was not always enough; further: strong numbers were not always called active
Target sequence (P63279 whole entry, looked up): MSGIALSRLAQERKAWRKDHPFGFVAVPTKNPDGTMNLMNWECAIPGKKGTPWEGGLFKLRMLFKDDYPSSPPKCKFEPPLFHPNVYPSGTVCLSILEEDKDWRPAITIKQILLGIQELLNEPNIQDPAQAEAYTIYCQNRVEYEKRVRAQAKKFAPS
GalR3 antag = antagonists of human GalR3 | HEK293 GalR3-CNG cAMP membrane potential fluorescence; galR3 body fused to GalR1 C-terminus | actives 0.44% (n = 360,000) | O60755 | inhibition, % at 3 µM;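 active means inhibition above the screen-wide average plus 3 SD, cut at about 13% in these data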;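 further: forskolin and galanin both at EC90 stimulate the cells; cAMP rise reported by CNG channel membrane potential dye signal; 0% = forskolin plus galanin with DMSO and 100% = forskolin alone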
Target sequence (O60755 1-299 limits assumed): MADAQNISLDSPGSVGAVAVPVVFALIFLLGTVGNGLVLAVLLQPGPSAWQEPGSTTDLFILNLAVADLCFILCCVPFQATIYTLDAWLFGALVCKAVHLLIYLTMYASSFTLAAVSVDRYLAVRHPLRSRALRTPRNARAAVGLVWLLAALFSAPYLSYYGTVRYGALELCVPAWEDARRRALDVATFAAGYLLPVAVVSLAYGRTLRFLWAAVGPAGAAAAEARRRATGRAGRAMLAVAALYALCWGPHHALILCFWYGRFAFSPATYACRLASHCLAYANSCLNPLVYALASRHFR
p-CIP stab down = p/CIP protein destabilization. decrease of EGFP signal, % at 10 µM. actives 0.01% (n = 290,000). AID 1984. F442A p/CIP-EGFP cells, EGFP fluorescence, 16 h;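 active means EGFP signal decrease of at least 30% at 10 µM or well 3 SD below plate mean, unless failing retest; inactive means the rest, including hits failing retest or dose response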; further: some compounds called inactive have numbers as strong as hits; many of its hits are not listed in these tables
CRFBP-R2 block = blocks CRF-induced signaling of the CRF-BP/CRF-R2 complex; actives 0.59% (n = 350,000); inhibition, % at 11.8 µM; HEK293 CRF-R2/CRF-BP, CRF-induced calcium fluorescence;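 active means inhibition of the ligand-induced calcium signal above about 50% at the single tested concentration, limit read from the data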
IMP-1 inh = blocks Pseudomonas aeruginosa IMP-1 metallo-beta-lactamase. purified IMP-1, nitrocefin hydrolysis, epi-absorbance fluorescence. inhibition, % at 5.6 µM. actives 0.45% (n = 290,000). AID 1556;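 active means inhibition above the mean plus 3 SD of all compounds in the same screening run, cut at about 4.5% in these data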;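 further: 0% = IMP-1 with DMSO and 100% = DMSO wells lacking enzyme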
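System: Purified IMP-1 | Read-out basis: Percent enzyme inhibition | Controls: IMP-1 with DMSO as 0%, enzyme-free DMSO as 100% | Replicates: One well per compound | Doses: 5.6 µM nominal single concentration | Detection: Epi-absorbance fluorescence, 480 nm excitation, 530 nm emission | Incubation: 25 °C, 15 min preincubation, 25 min reaction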
IDE inh = inhibits human insulin-degrading enzyme in HEK cells; P14735; FAbetaB cleavage, fluorescence polarization; inhibition, % at 5.59 µM; actives 0.41% (n = 320,000); AID 434962;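 active means percent inhibition above the average of all tested compounds plus 3 SD, set per screening campaign, cut at about 16% in these data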;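 further: IDE supplied by intact live HEK cells; FP after avidin binding of uncleaved biotin substrate so inhibition keeps polarization high; 0% = DMSO wells and 100% = 60 µM reference IDE inhibitor Ii1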
HCV NS3 hel inh = blocks Hepatitis C virus NS3 helicase unwinding | NS3 helicase DNA unwinding, Cy5 molecular beacon fluorescence | inhibition, % at 10.9 µM | actives 0.56% (n = 290,000) | AID 1800;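 active means inhibition above the mean of all tested compounds plus 3 SD, set per campaign, cut at about 35% in these data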;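 further: 0% = DMSO wells and 100% = thioflavine S control wells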
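Compound dosing – single dose, 10.9 µM nominal final, DMSO 0.8% final · System – NS3 helicase fragment of HCV · Buffer or medium – MOPS pH 6.5, MgCl2, DTT, Tween20, BSA · Signal – Cy5 beacon fluorescence read at start and 1 h · Also added – annealed dual-labelled DNA beacon duplex, ATP-started · Schedule – 1 h at 25 °C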
VIM-2 inh = blocks Pseudomonas aeruginosa VIM-2 metallo-beta-lactamase | purified VIM-2, nitrocefin hydrolysis, epi-absorbance fluorescence | inhibition, % at 5.6 µM | actives 0.89% (n = 290,000);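 active means inhibition above the mean of all tested compounds plus 3 SD, cutoff set per screening run, cut at about 7.5% in these data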;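 further: red hydrolysis product quenches plate fluorescence so inhibitors raise well fluorescence; 0% = enzyme with DMSO and 100% = DMSO without enzyme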
IDE act = activators of human insulin-degrading enzyme in cells. AID 493087. HEK cells, FAbeta-B cleavage, fluorescence polarization; 0% vehicle, 100% cell-free pure enzyme wells. activation, % at 5.96 µM. P14735. actives 0.073% (n = 340,000);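 active means activation above the mean of all tested compounds plus 3 SD, set per screening campaign, cut at about 17% in these data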
Starred values were filed as active, the others as inactive; . = not tested or not shown. Outcome played no part in choosing rows, and some 3.2% of all compounds hit somewhere here.

SMILES	SUMO HTRF inh	GalR3 antag	p-CIP stab down	CRFBP-R2 block	IMP-1 inh	IDE inh	HCV NS3 hel inh	VIM-2 inh	IDE act
CC(=O)Nc1sc2c(c1C#N)CC(C)(C)NC2(C)C	-7.8	-3.4	-13.8	-12.1	-1.6	1.1	11.4	-1.4	-1.8
CN(C)S(=O)(=O)c1cccc(NC(=O)/C=C/c2ccccc2[N+](=O)[O-])c1	5.1	4.9	0.3	-21.3	-0.9	-2.8	-6.6	-2.0	2.1
Cc1cccc(N2CCN(C(=O)Cc3ccc(Br)cc3)CC2)c1C	-1.8	-4.4	-4.2	6.8	-2.4	-1.6	-8.4	-1.6	-2.3
CCOC(=O)c1c(C)[nH]c(C)c1S(=O)(=O)NCCCc1ccco1	25.2	-6.1	-18.0	0.0	-2.0	2.5	-4.7	-2.7	0.5
CCCc1cc(=O)[nH]c(SCC(=O)N(CC(C)C)C2CCS(=O)(=O)C2)n1 (centres undefined)	-1.8	5.6	0.6	1.0	-3.0	1.5	-3.4	-1.3	1.4
CCn1c(=O)c(-[n+]2ccccc2)c(O)c2ccccc21	1.1	-0.9	-13.2	12.7	-5.5	1.0	3.3	-1.8	-5.9
CCC(=O)NC(Cc1ccccc1)c1ccc2c(c1)OCCCO2 (centres undefined)	-1.9	-3.3	-1.8	-9.3	-3.1	1.2	11.3	1.9	2.0
O=c1[nH]c2cc3c(cc2cc1CN(CCc1ccccc1)Cc1nnnn1CC1CCCO1)OCO3 (centres undefined)	38.6	-6.0	-7.5	11.5	2.2	-3.8	5.2	-0.6	-0.5
Cc1ccccc1NC(=O)c1ccc(Cl)c(NC(=O)c2ccncc2)c1	1.3	-1.9	-10.0	21.3	-2.0	-6.0	1.1	-2.9	2.5
O=C(NCCCN1CCOCC1)c1ccc2c(c1)N(Cc1c(F)cccc1Cl)C(=O)c1ccccc1S2	5.6	-11.6	0.2	-21.0	-1.7	2.5	-20.3	-0.4	-6.5
CCOC(=O)c1[nH]c2ccc(Br)cc2c1NC(=O)CCN1CCCC(C)C1 (centres undefined)	-7.3	.	6.0	.	-0.2	-2.1	-1.3	0.2	.
CC(C)CN1CCN(Cc2cccc3nccnc23)CC1CCO (centres undefined)	2.9	-3.9	-4.7	73.5*	-1.6	1.7	-5.0	-2.9	-3.9
COc1ccccc1NC(=S)NCc1ccc(S(N)(=O)=O)cc1	0.9	-2.7	1.2	8.3	-0.9	3.4	-2.2	0.7	4.1
N#Cc1c(C(F)(F)F)cc(-c2cccs2)nc1SC(C(=O)O)c1ccccc1 (centres undefined)	.	0.0	.	5.2	-0.2	-4.4	-26.2	-0.3	4.2
Cc1cccc(N(C)c2cc(C)nc3nc(C)nn23)c1	-27.3	1.9	-10.5	-5.3	-2.5	-0.1	5.5	5.4	3.4
O=S(=O)(NC1CCCCC1Nc1ccccc1)c1ccccc1 (centres undefined)	-5.4	-3.1	0.5	-3.1	-2.2	7.3	5.0	-0.3	-0.6
Cn1cccc1Cc1nnc(SCC(=O)N2CCCCCC2)n1-c1ccc(F)cc1	12.7	1.2	-13.7	-11.4	-1.4	0.2	4.2	-1.8	4.4
Cc1cc(C)cc(NC(=O)CSc2nnc(CN3CCOCC3)n2C)c1	10.2	1.1	14.1	8.7	-3.8	9.7	0.9	-2.1	-14.6
O=C(NCCCNCc1ccccc1)c1ccncc1	9.6	2.0	-1.5	3.4	0.4	-4.0	5.9	0.5	2.6
CCc1nc(Nc2ccncc2)c2oc3ccccc3c2n1	30.4	-2.9	-2.9	-18.9	1.1	0.7	3.0	44.1*	3.0
COCCN(C(=O)Nc1ccccc1)c1ccccc1C	8.1	-5.1	6.4	-0.6	-1.8	3.6	5.1	-3.4	3.6
Nc1nnc(SCc2cccnc2)s1	-4.5	-1.2	-1.5	0.6	-5.2	-3.2	0.2	-0.8	-1.2
Cc1cccc(N2CCN(S(=O)(=O)c3c(C)noc3/C=C/N(C)C)CC2)c1C	11.4	-0.3	-9.1	38.0	-0.1	5.9	10.5	0.3	-0.2
COc1cc(CC(=O)Nc2ccc3nc(C)sc3c2)cc(OC)c1OC	-8.0	-1.8	4.9	-4.9	-0.3	2.7	-7.1	1.3	-1.0
COc1ccc2c(c1)c1ccccc1n2C	-12.6	-4.2	-10.1	11.7	-3.3	4.5	-4.1	-1.5	4.2
CCOc1cc(/C=C(\C#N)C(=O)Nc2ccccc2C(=O)O)ccc1OC(=O)c1ccc(C)cc1	1.3	-8.5	-9.7	30.1	1.5	-1.5	23.9	-0.1	2.6
COc1ccc(C2=NN(Cc3c(F)cccc3Cl)C(=O)CC2)cc1	5.0	-3.7	7.5	-17.1	-1.7	-3.7	-8.9	-1.6	4.0
O=[N+]([O-])c1cccc(/C=C/c2ccccn2)c1	5.7	-10.2	1.7	8.4	-2.3	2.8	1.5	-1.7	1.0
COCCNC(=O)c1nc2c(nnn2Cc2cc(C)ccc2C)c(=O)[nH]1	-20.3	0.4	-26.9	26.0	-2.9	-2.0	-1.6	-1.9	-0.5
CC1(C)CC2CC(C)(CN2S(=O)(=O)c2cccc(C(=O)O)c2)C1 (centres undefined)	.	-4.4	.	4.2	.	1.6	.	.	3.1
C#CCOCCOCCOCCNc1nc(N2CCN(C(=O)C([C@@H](C)O)n3cc([C@@H](N)CCCCN)nn3)CC2)nc(N2CCN(C(=O)C([C@@H](C)O)n3cc([C@@H](N)CCCCN)nn3)CC2)n1 (some centres undefined)	.	0.4	.	-1.1	.	3.6	.	.	-2.2
COc1cc(CC(=O)O)c(C(C)=O)cc1OC	13.1	-2.5	-10.0	-1.5	-2.4	2.2	0.8	-2.3	6.3
O=C(NNC(=O)C1CCC(C(=O)NNC(=O)c2cccs2)CC1)c1cccs1 (centres undefined)	13.9	4.9	-2.3	12.1	-1.9	2.7	4.2	-2.8	4.2
O=C(Nc1ccc(Cl)cn1)c1ccccc1SCc1ccccc1	-7.6	-10.7	6.3	-4.4	0.3	3.2	-10.9	1.7	2.8
O=C(NN1CC(=O)N(c2cc(Cl)cc(Cl)c2)CC1=O)c1cccs1	8.1	-5.3	-8.7	-2.4	-3.9	10.5	-5.2	-3.0	0.4
O=C(NCc1nnc(SCC(=O)N2CCCCCC2)o1)c1ccc(F)cc1	4.3	0.8	-7.8	7.7	-5.9	4.5	10.1	-4.6	6.0
COC(=O)C1=C(O)/C(=C\c2ccc(CNC(=O)C(=O)Nc3ccc(C)cc3)o2)N=C1C	-13.5	0.9	1.4	3.7	-3.3	-1.9	32.3	-3.9	-4.6
CCc1nnc(NC(=O)CSc2nc(-c3ccccc3)cc(-c3ccc(F)cc3)c2C#N)s1	28.8	-4.8	-4.8	-13.0	-2.1	-2.0	5.3	-2.5	3.7
CCCCC1=CC2=CC(=O)C(C)(OC(=O)CC)C(=O)C2=CN1c1ccc(OC)cc1 (centres undefined)	24.6	-1.0	-12.5	8.7	.	1.9	.	.	4.3
O=C(Nc1cccc([N+](=O)[O-])c1)c1ccc2c(c1)C(=O)N(c1ccccn1)C2=O	-3.8	-8.4	-2.4	7.2	-1.3	3.5	3.1	-1.6	2.3

8 neighbouring compounds from above:
SMILES	SUMO HTRF inh	GalR3 antag	p-CIP stab down	CRFBP-R2 block	IMP-1 inh	IDE inh	HCV NS3 hel inh	VIM-2 inh	IDE act
COCCN(C(=O)Nc1ccccc1)c1ccccc1C	8.1	-5.1	6.4	-0.6	-1.8	3.6	5.1	-3.4	3.6
Nc1nnc(SCc2cccnc2)s1	-4.5	-1.2	-1.5	0.6	-5.2	-3.2	0.2	-0.8	-1.2
Cc1cccc(N2CCN(S(=O)(=O)c3c(C)noc3/C=C/N(C)C)CC2)c1C	11.4	-0.3	-9.1	38.0	-0.1	5.9	10.5	0.3	-0.2
COc1cc(CC(=O)Nc2ccc3nc(C)sc3c2)cc(OC)c1OC	-8.0	-1.8	4.9	-4.9	-0.3	2.7	-7.1	1.3	-1.0
COc1ccc2c(c1)c1ccccc1n2C	-12.6	-4.2	-10.1	11.7	-3.3	4.5	-4.1	-1.5	4.2
CCOc1cc(/C=C(\C#N)C(=O)Nc2ccccc2C(=O)O)ccc1OC(=O)c1ccc(C)cc1	1.3	-8.5	-9.7	30.1	1.5	-1.5	23.9	-0.1	2.6
COc1ccc(C2=NN(Cc3c(F)cccc3Cl)C(=O)CC2)cc1	5.0	-3.7	7.5	-17.1	-1.7	-3.7	-8.9	-1.6	4.0
O=[N+]([O-])c1cccc(/C=C/c2ccccn2)c1	5.7	-10.2	1.7	8.4	-2.3	2.8	1.5	-1.7	1.0

Later entries:
SMILES	SUMO HTRF inh	GalR3 antag	p-CIP stab down	CRFBP-R2 block	IMP-1 inh	IDE inh	HCV NS3 hel inh	VIM-2 inh	IDE act
O=C(Oc1ccc(Cl)c2ccccc12)N1CCCCC1	-3.6	-5.9	-5.5	-12.7	-4.3	2.0	-8.2	-1.3	-0.6
COC1OC(CO)C(O)C(O)C1O (centres undefined)	2.3	-9.1	6.1	10.9	-2.6	2.2	0.3	-0.8	0.3
COc1cccc(-c2[nH]nc3c2C(c2ccsc2)C(C#N)=C(N)O3)c1 (centres undefined)	66.8	1.5	2.7	-17.4	0.6	9.1	2.7	1.2	-1.2
Cc1cc(=O)c(C(=O)O)cn1Nc1ccc(Cl)cc1	23.7	-1.9	-1.5	3.7	-2.0	-2.0	-1.1	1.0	3.8
C[C@H](CO)N1C[C@H](C)[C@@H](CN(C)C(=O)Nc2ccc(C(F)(F)F)cc2)Oc2c(NC(=O)c3ccncc3)cccc2C1=O	.	-5.0	.	-5.0	.	5.0	.	.	3.8
Cc1cccnc1CCNC(=O)C1CCC(=O)N(Cc2cccc(F)c2)C1 (centres undefined)	0.7	-2.5	-5.8	-6.3	-2.9	0.2	-0.8	-4.3	1.0
Cc1ccc(S(=O)(=O)NC(=O)c2ccc(-c3ccc(C)c4ccccc34)o2)cc1	19.4	-7.5	-1.9	-3.6	4.7*	10.3	12.7	-4.3	4.5
CC1CCCCN1CC(O)COCc1ccc(Cl)cc1 (centres undefined)	-13.4	-9.9	-18.9	12.9	0.2	-6.5	2.5	-0.5	-3.7
COc1ccc2ccc3c(c2c1)N=C[C@]1(O3)N(C)c2ccccc2C1(C)C	88.6	-0.4	-11.1	16.8	-1.2	-3.4	6.7	3.7	-1.4
COCCn1ccc2c(OCC(=O)NCc3ccc(C)cc3)cccc2c1=O	.	-3.0	.	-10.3	.	3.0	.	.	1.3
CC(C)(C)C(=O)c1cnc(Nc2ccccc2Cl)s1	1.8	-3.3	-3.0	-35.2	-2.5	1.9	-6.3	-0.5	-0.4
CCOC(=O)[C@H]1[C@H]2COc3cc(OC)ccc3[C@@H]2N2C(=O)c3ccc(C)cc3NC(=O)[C@@]12C	.	-9.4	.	12.3	.	-1.1	.	.	-2.6

From PubChem
